NR2E3 ag-1: activates human photoreceptor nuclear receptor NR2E3 | Q9Y5X4 | GST-NR2E3/biotin-RetCOR TR-FRET, 1536-well | inhibition of corepressor binding, % at 4.78 µM | 0.12% of 320,000 active | AID 2300;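 active means percent inhibition above the cutoff of mean plus 3 SD of all tested compounds, set per screening campaign, cut at about 20% in these data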;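 further: 0% = DMSO wells and 100% = biotin wells as full block of FRET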
Target sequence (Q9Y5X4 whole entry, looked up): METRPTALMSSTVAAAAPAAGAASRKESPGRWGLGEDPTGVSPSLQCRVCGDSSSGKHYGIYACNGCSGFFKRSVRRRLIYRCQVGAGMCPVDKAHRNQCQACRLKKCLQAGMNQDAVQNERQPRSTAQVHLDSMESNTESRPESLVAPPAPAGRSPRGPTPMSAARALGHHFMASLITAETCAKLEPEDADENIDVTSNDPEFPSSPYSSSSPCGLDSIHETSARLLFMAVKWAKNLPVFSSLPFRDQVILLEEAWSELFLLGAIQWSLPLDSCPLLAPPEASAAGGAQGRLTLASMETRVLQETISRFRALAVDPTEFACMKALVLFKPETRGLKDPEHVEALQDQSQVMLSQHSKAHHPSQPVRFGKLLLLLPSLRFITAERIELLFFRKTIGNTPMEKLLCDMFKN
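System: GST-NR2E3 and biotin-RetCOR proteins; probe or stimulus: 7 nM biotin-RetCOR; doses: compound at 4.8 µM, single dose; schedule: Compound–protein incubation for 5 h at 4 °C; detection: time-resolved FRET; read-out: percent inhibition; controls: biotin wells as high control, 0.6% DMSO wells as low control; format: 1536-well plates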
Exocytosis inh: blocks lytic granule exocytosis. TALL-104 LAMP-1 surface exposure, flow cytometry; cells stimulated with thapsigargin and PMA. inhibition, % at 10 µM. 0.66% of 360,000 active;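 active means inhibition above about 55%, limit read from the data; inconclusive means no clear call, values can overlap the other calls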
Vif inh: inhibitors of HIV Vif. HEK293T cells, Vif self-association by quenched fluorescence, imaging, 24 h. AID 602346. 0.35% of 340,000 active. inhibition, % at 7.49 µM; in the data active means inhibition above about 50%, passing the limit was not always enough; inconclusive means no clear call, values can overlap the other calls; inactive means below about 31%; further: some results filed as inactive read as strong as hits
PDI turbidity: PDI (human) enzyme inhibition; AID 588391; inhibition, % at 10 µM; PDI insulin aggregation turbidity, A650, 90 min; 0.052% of 350,000 active; P07237;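 active means mean inhibition across replicates of 30% or more, whatever share of single replicates reach that level; inconclusive means mean inhibition below 30% while every single replicate reaches 30%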;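 further: absorbance from insulin aggregation driven by PDI reduction with DTT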
Target sequence (P07237 whole entry, looked up): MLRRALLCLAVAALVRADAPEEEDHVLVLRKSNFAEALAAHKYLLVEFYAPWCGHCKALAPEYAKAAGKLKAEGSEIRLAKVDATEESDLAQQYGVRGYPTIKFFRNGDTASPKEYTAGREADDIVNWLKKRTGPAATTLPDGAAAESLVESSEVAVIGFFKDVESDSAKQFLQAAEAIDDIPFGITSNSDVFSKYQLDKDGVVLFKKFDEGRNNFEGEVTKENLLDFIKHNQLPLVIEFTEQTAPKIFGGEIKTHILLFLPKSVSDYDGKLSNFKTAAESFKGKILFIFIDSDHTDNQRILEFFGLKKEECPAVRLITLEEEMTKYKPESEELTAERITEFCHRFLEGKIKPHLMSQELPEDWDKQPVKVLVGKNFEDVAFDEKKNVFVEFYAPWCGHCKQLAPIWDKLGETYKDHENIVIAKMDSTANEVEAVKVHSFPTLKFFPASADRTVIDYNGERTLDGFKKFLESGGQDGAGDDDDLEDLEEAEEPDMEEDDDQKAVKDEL
NR2E3 ag-2: agonists of human NR2E3 nuclear receptor; 0.35% of 360,000 active; CHO-S Gal4-NCOR/VP16-NR2E3 two-hybrid, luciferase; inhibition of corepressor binding, % at 3.98 µM; Q9Y5X4; AID 602229;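 active means inhibition above the mean of all tested compounds plus 3 SD, cut at about 70% in these data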;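 further: 0% = DMSO with NR2E3 transfected cells and 100% = cells lacking NR2E3 construct; higher means lower luciferase signal from less NR2E3 corepressor binding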
hiPSC survival: enhancers of human iPSC single-cell survival; hiPSC single-cell survival, ATPlite luminescence; 100% = ROCK inhibitor wells, 0% = DMSO; survival enhancement, % at 20 µM; 0.044% of 360,000 active; AID 602274; in the data active means survival enhancement above about 18%;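 further: cells exposed to compounds for 16 hours before the ATP read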
HIF-2a inh: blocks HIF-2a reporter activity. 786-0 RCC cells HIF-2a reporter, luciferase luminescence, overnight. inhibition, % at 18.8 µM. 0.72% of 360,000 active. AID 624352;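 active means inhibition of the luminescence signal of 40% or more relative to plate controls, in a single-dose primary screen at 18.75 µM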
TRPM1 prom inh: inhibitors of MITF-driven TRPM1 promoter in melanoma cells; SK-MEL-5 TRPM1 promoter luciferase, 24 h; inhibition, % at 12.5 µM; 0.83% of 330,000 active;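 active means mean inhibition across replicates of 60% or more, whatever share of single replicates reaches that level; inconclusive means some that reach 60%, reason not given; inactive means mean inhibition across replicates below 60%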; further: values of inactives mirror those of a sister screen read the other way
aDG glyco act: alpha-DG glycosylation activation; Pro5-aDG cells, alpha-DG glycosylation AlphaScreen (IIH6); 0% Pro5, 100% B10-LARGE cell signal; activation, % at 10 µM; 0.22% of 360,000 active; AID 624168;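 active means activation of at least 8% versus controls, or a plate z-score of at least 8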;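 further: Pro5 are CHO cells carrying HIG-tagged alpha-DG that lacks glycosylation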
Peg3 promoter: Peg3 promoter activity inhibition. inhibition, % at 20 µM. 1.7% of 360,000 active. HeLa PEG-Prom luciferase reporter, luminescence, overnight;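 active means inhibition of at least 50% at 20 µM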
CaV13 ICDI inh: Disruptors of the CACNA1D IQ motif to Ca2+-dependent inactivation inhibitor domain association, primary screening, Förster resonance energy transfer in intact living …; HEK cells, CFP/YFP FRET ICDI-IQ, plate reader, 10 min; percent FRET-ratio fall versus neutral wells; inhibition, % at 12.3 µM; 0.098% of 340,000 active;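 active means mean replicate inhibition of at least 30% and at least 1% of replicates passing that level; inconclusive means only one of the two criteria is met; inactive means neither criterion is met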;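 further: 0% = median of the neutral control wells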
* hit, by the source's call; ? = inconclusive; . = no result given.

SMILES	NR2E3 ag-1	Exocytosis inh	Vif inh	PDI turbidity	NR2E3 ag-2	hiPSC survival	HIF-2a inh	TRPM1 prom inh	aDG glyco act	Peg3 promoter	CaV13 ICDI inh
O=C1CC(N2CCN(c3ccccc3)CC2)C(=O)N1CCc1ccccc1 (configuration not stated)	2	5	2	-9	-3	-4.5	8	9	0.0	12	-7
O=C(NCCc1ccccc1)C1(c2ccccc2)CC1(Cl)Cl (configuration not stated)	-3	0	-16	13	9	0.9	-1	4	0.0	5	.
CC(C)C(=O)N(Cc1ccc2c(c1)OCO2)Cc1ccccn1	2	2	6	-5	-27	4.8	-1	5	-0.2	13	-3
CCCCC(CC)CNC(=O)c1cccs1 (configuration not stated)	0	-3	-2	0	-17	0.8	-5	-3	0.0	8	-5
Cc1ccccc1NC(=O)c1cn2c(nc3ccccc32)c(C#N)c1C	-2	0	3	-4	13	2.3	8	-4	0.0	16	-1
Cc1cccc(OCC(O)Cn2c(N3CCCCC3)nc3c2c(=O)n(C)c(=O)n3C)c1 (configuration not stated)	-3	7	4	-4	0	-0.6	-1	-7	0.0	20	-4
Cc1cc(C)c(S(=O)(=O)N2CCN(C(=O)c3ccc(-n4cncn4)c([N+](=O)[O-])c3)CC2)c(C)c1	1	0	-2	-6	16	-0.4	10	10	2.5	14	-4
O=C(Nc1ccc2c(c1)OCCO2)C(C1CC1)N1CCN(c2ccc(C(F)(F)F)cn2)CC1 (configuration not stated)	.	-1	-5	.	-20	-1.6	-28	.	-0.1	5	.
CNC(=S)SCCOc1ccccc1	-2	0	4	18	-6	-0.8	-20	6	0.0	0	5
CC1CCCCC12NC(=O)N(CC(=O)NCCc1ccc(S(N)(=O)=O)cc1)C2=O (configuration not stated)	4	5	7	-5	4	-1.0	9	.	-0.1	2	-20
Cc1ccc(NC(=O)COC(=O)CNC(=O)C2CCCCC2)cc1S(=O)(=O)N(C)C	.	2	9	-10	-21	-1.4	-5	-7	0.2	-2	-6
COc1cccc(C(=O)Nc2cccc(-c3ccccc3)c2)c1	2	3	1	-24	-11	0.1	-180	-17	0.2	-105	-6
Cn1c(NC(=O)c2cccs2)c(-c2cccs2)c(=O)c2ccccc21	1	1	4	7	-17	-1.5	3	5	0.2	11	-3
O=S(=O)(c1ccc(F)cc1)N1CCN(Cc2ccccn2)CC1	1	-3	9	1	14	0.8	12	11	0.0	-5	10
O=C(NCc1ccccc1)c1cccnc1	1	-3	?	-5	-14	1.5	16	10	-0.1	-10	-1
O=C(CCS(=O)(=O)c1ccccc1Cl)NC1CCCCCC1	.	1	9	3	-58	-1.2	-129	-46	0.2	-102	-2
Cn1nnnc1SCC(=O)NCc1ccccc1	-2	4	-4	6	-24	-1.2	-16	-4	0.3	1	-7
CC1CCN(C(=O)/C(=C\c2ccccc2)NC(=O)c2ccccc2)CC1	3	-2	11	11	-7	-0.5	7	-10	-0.2	3	-3
COc1ccc(C(=S)N2CCOCC2)cc1OC(=O)c1ccccc1	-1	-6	-17	1	13	-0.2	8	-2	-0.1	-3	-2
COC(=O)c1cc(=O)n(Cc2ccc3c(c2)OCO3)c(=Nc2ccc(F)c(Cl)c2)s1	5	3	-9	.	-29	1.7	53*	11	-0.5	57*	38*
O=C(COC(=O)c1cc(Cl)nc(Cl)c1)Nc1ccc(Cl)c(S(=O)(=O)N2CCOCC2)c1	.	2	1	-22	-7	-2.3	7	-8	-0.3	11	-6
O=C(NCCCN1CCOCC1)C(=O)N/N=C/c1ccccc1O	1	-1	2	13	4	-0.5	13	15	-0.2	7	-5
Cc1ccc(NC(=O)CN2C(=O)C(=O)N(C3CCCC3)C2=O)cc1Cl	2	-6	-1	-1	1	1.1	-12	-7	0.7	-8	-5
O=C(NCc1ccco1)C1CCCN1S(=O)(=O)c1ccc2ccccc2c1 (configuration not stated)	-2	-1	5	6	-36	2.5	20	8	-0.2	10	-8
COc1ccccc1NS(=O)(=O)c1c(C(=O)N2CCCC2)c(C)n(C)c1C	3	-10	7	-8	-18	0.0	7	-11	-0.1	10	-7
CCOC(=O)c1c(C)[nH]c(C(=O)Cn2nnc(-c3ccccc3)n2)c1C	0	0	.	0	-17	0.0	21	-3	1.0	4	.
CC(=O)c1ccc(OC(=O)COc2ccccc2Cl)cc1	5	-6	3	-5	-7	0.4	14	3	-0.1	8	-5
Clc1ccc(Cn2ncc3c(N4CCCC4)ncnc32)cc1	0	0	-9	11	-6	-0.3	11	-8	0.2	11	.
O=C(NCCN1CCOCC1)c1cccc(S(=O)(=O)N2CCCCCC2)c1	1	9	5	-3	1	-1.9	24	3	-0.1	14	-3
CC1CCN(CC(C)OC(=O)c2ccc3c(c2)OCCO3)CC1 (configuration not stated)	3	2	-2	.	-23	2.7	-25	-22	0.0	-24	-2
O=C(Cc1ccc(F)cc1)Nc1nnc(-c2ccc(F)cc2)o1	3	-1	6	3	-40	-0.1	5	1	0.0	7	-4
OC(C[n+]1ccccc1)c1ccccc1 (configuration not stated)	3	-1	-12	4	-4	1.1	14	6	-0.2	17	-6
Cc1nc(CCNC(=O)C2CCC(=O)N(Cc3ccc(Cl)cc3)C2)sc1C (configuration not stated)	.	-1	0	1	-15	-0.3	-12	-5	-0.5	13	-16
O=C1CCCN1CCC1CCCCN1Cc1nc(-c2cnccn2)no1 (configuration not stated)	4	-2	7	-3	26	-0.4	8	10	0.0	8	-6
COC(=O)c1ccccc1NC(=O)C1CCN(C(=O)Cc2ccccc2)CC1	0	0	-7	4	-27	0.7	10	-9	0.7	0	-3
CC(=O)Nc1ccc(S(=O)(=O)NC(C)C(=O)OCC(=O)NC2CCCC2)cc1 (configuration not stated)	1	-4	0	3	10	-0.2	15	4	-0.2	29	-3
O=S1(=O)CCN(CCCCc2ccccc2)CC1	.	-2	18	-2	-18	0.3	-5	.	-0.2	-6	-19
COc1ccccc1OCC(=O)NNC(=O)c1ccc(F)c(S(=O)(=O)N2CCOCC2)c1	.	-5	2	-1	24	5.7	12	-3	0.2	-4	-10
CCCN(C(=O)COC(=O)CSc1ccc([N+](=O)[O-])cc1)C1CCS(=O)(=O)C1 (configuration not stated)	2	4	-9	-1	-7	-0.9	-3	-4	0.3	-5	-5
COc1cc(CN2C[C@@H](CO)O[C@@H](n3cnc4c(N5CCCC5)ncnc43)C2)cc(OC)c1OC	.	-3	13	-5	18	2.2	0	.	1.1	9	-11
C/C(=N/NC(=O)CN1CCN(S(=O)(=O)c2ccc(Br)cc2)CC1)c1ccco1	2	1	0	8	-8	0.6	30	0	0.3	1	-15
CCCCNC(=O)c1ccc2nc(CC)c(N(CC)CCN(C)C)n2c1	.	-2	2	12	-13	1.2	8	.	0.2	11	-6
Clc1ccc2nc(-c3cccc(Br)c3)c(Cc3ccsc3)n2c1	.	3	.	.	-21	1.4	-223	.	0.1	-175	-8
Cc1nc2ccccc2n1CC(=O)OCC(=O)Nc1ccc2c(c1)OCCO2	0	1	.	-15	-9	0.9	-4	3	0.1	-1	.
COc1nc(N)c(S(=O)(=O)c2ccccc2C)cc1C#N	1	-4	16	-10	3	1.1	-7	-4	-0.2	-2	-4
O=S(=O)(NCCCN1CCOCC1)c1ccc(Cl)s1	1	2	-21	-1	-10	-0.2	12	-8	0.1	3	-2
Cc1c(C)c(C)c(S(=O)(=O)NCCC(=O)N2CCN(Cc3ccc(C#N)cc3)CC2)c(C)c1C	-1	2	-2	-3	-11	-1.0	14	2	0.2	20	-4
Cc1ccsc1C(=O)Nc1ccccc1N1CCOCC1	-3	2	-1	-3	-12	-2.4	-2	3	0.2	3	-4
O=c1c([N+](=O)[O-])cccn1Cc1ccc(F)cc1Cl	5	7	0	-1	7	-0.3	1	34	0.3	56*	4
Cc1cccc2cc(CN(CC(C)C)S(=O)(=O)c3ccccc3)c(=O)[nH]c12	4	2	-2	-2	5	0.5	6	13	-0.4	29	-7
CCOC(=O)N1CCN(C(=O)C(=O)N/N=C/c2ccc(OC)cc2OC)CC1	-1	1	-3	15	-14	-0.3	15	6	-0.1	0	-1
O=C(Cn1cc(C(=O)c2cccs2)c2ccccc21)NCc1cccs1	1	1	3	6	-63	-1.0	-176	-20	-0.1	-80	-4
CCN(CC(=O)Nc1c(F)cccc1F)C(=O)C1COc2ccccc2O1 (configuration not stated)	3	-1	?	3	-10	-0.4	14	-6	0.7	-10	-6
CCOCCCNC(=O)C1CCCN1C(=O)NC1CCCCC1 (configuration not stated)	1	2	10	-2	2	-0.3	17	5	-0.1	6	.
COc1ccc(-c2cn3c(C)c(C(=O)NC(C)(C)C)sc3n2)cc1	5	-1	4	.	-97	-2.7	-233	.	0.5	-261	24
CN(CC(=O)Nc1ccccc1C(F)(F)F)C(=O)COc1cccnc1[N+](=O)[O-]	2	-2	12	0	-6	1.2	10	10	0.1	1	1
Cc1ccc(S(=O)(=O)NCCCn2ccnc2)cc1C(=O)NC(C)C	0	-6	9	3	-32	2.3	16	-1	0.1	6	-2
CC(C)(C)c1ccccc1NC(=O)CN1C(=O)NC(Cc2ccccc2)C1=O (configuration not stated)	4	-16	-12	1	27	0.4	5	0	-0.3	9	-14
Cc1ccc(NC(=O)CCC(=O)NNC(=O)COc2ccc([N+](=O)[O-])cc2)c(C)c1	.	0	6	3	-7	-0.4	9	12	-0.1	0	-3
CC(C)(C)C(=O)CNS(=O)(=O)c1ccc(S(=O)(=O)NC2CCCC2)cc1	4	0	-18	0	3	2.9	16	-2	0.2	-53	-9

Rewritten in CSV form: 2 of the compounds above.
SMILES,NR2E3 ag-1,Exocytosis inh,Vif inh,PDI turbidity,NR2E3 ag-2,hiPSC survival,HIF-2a inh,TRPM1 prom inh,aDG glyco act,Peg3 promoter,CaV13 ICDI inh
O=S(=O)(NCCCN1CCOCC1)c1ccc(Cl)s1,1,2,-21,-1,-10,-0.2,12,-8,0.1,3,-2
Cc1c(C)c(C)c(S(=O)(=O)NCCC(=O)N2CCN(Cc3ccc(C#N)cc3)CC2)c(C)c1C,-1,2,-2,-3,-11,-1.0,14,2,0.2,20,-4

Following part
SMILES	NR2E3 ag-1	Exocytosis inh	Vif inh	PDI turbidity	NR2E3 ag-2	hiPSC survival	HIF-2a inh	TRPM1 prom inh	aDG glyco act	Peg3 promoter	CaV13 ICDI inh
Nc1nc(Br)c2ccccc2c1-c1ccc(F)cc1	1	1	1	0	-25	5.2	6	-5	0.0	-23	-5
O=C(CCC1CCCC1)Nc1cccc(Cc2ccncc2)c1	-4	-1	12	-8	-16	-0.7	-5	7	0.1	-1	-7
CCOC(=O)c1ccc(NC(=O)Nc2c(C)n(C)n(-c3ccccc3)c2=O)cc1	1	-3	2	-3	-5	-0.3	6	15	-0.4	13	-6
COc1cccc(C2CC(c3ccccc3)n3ncnc3N2)c1 (configuration not stated)	-1	-1	11	.	6	-2.2	4	-7	0.2	-5	-12

A few values from the entries so far.
Nc1nc(Br)c2ccccc2c1-c1ccc(F)cc1 @ Peg3 promoter = -23
COc1cccc(C2CC(c3ccccc3)n3ncnc3N2)c1 (configuration not stated) @ CaV13 ICDI inh = -12
CCOC(=O)c1ccc(NC(=O)Nc2c(C)n(C)n(-c3ccccc3)c2=O)cc1 @ CaV13 ICDI inh = -6
